tim23-1 inh: growth inhibitors of tim23-1 mutant yeast, primary screen, luminescence, uHTS; 1.3% of 330,000 active; S. cerevisiae tim23-1 growth, BacTiter-Glo luminescence, 24 h; inhibition, % at 20 µM; AID 463212, 2010;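 active = growth inhibition of the mutant yeast at or above 50%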;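 note: temperature-sensitive mutant grown at 25 °C; plate controls were DMSO-treated mutant yeast for no effect and medium wells lacking yeast for full effect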
Jurkat NFkB inh: inhibitors of induced NF-kB luciferase reporter, primary screen, TCR NF-kB activation inhibitor project, cell-based, luminescence, uHTS; Jurkat, PMA/ionomycin-induced NF-kB luciferase reporter; inhibition, % at 4 µM; 0.53% of 330,000 active; AID 435003, 2010; in the data active = inhibition above about 50%
697 NFkB inh: inhibitors of PMA/ionomycin-induced NF-kB reporter, 697 cells, primary screen, B-cell NF-kB inhibitor project, cell-based, luminescence, uHTS. 697 B-cell NF-kB luciferase reporter, 16 h. inhibition, % at 4 µM. 0.33% of 330,000 active; in the data active = inhibition above about 35%
UPR XBP1 act: activators of adaptive XBP1 UPR arm, primary screen, cell-based, CHO-XBP1 luciferase reporter, luminescence, uHTS. IRE1-XBP1 UPR activation; percent of tunicamycin response, DMSO as zero. activation, % at 20 µM. 0.33% of 330,000 active. AID 463104, 2010;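 active = versus positive control, 20 µM dose yields 30% or more activation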;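 note: 100% = tunicamycin at 10 µg/mL and 0% = DMSO only wells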
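Material: CHO-XBP1 cells stably carrying IRE1-XBP1-driven luciferase reporter / Amount: 1000 cells per well / Compound: 20 µM, 1% DMSO / Times: 6 h treatment, 37 °C / Detection: luciferase luminescence / Measure: % activation of reporter signal versus tunicamycin and DMSO controls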
APJ ag: agonists of human apelin receptor APJ, primary screen, CHO-K1 cells, PathHunter beta-arrestin, luminescence; 0.11% of 330,000 active; activation, % at 20 µM; AID 2520, 2010; 0% DMSO wells, 100% apelin;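 active = activation more than six SD over the plate average, tested at 20 µM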;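 note: 0% = DMSO alone and 100% = apelin-13 at 10 nM; some results filed as inactive read as strong as hits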
Target sequence (P35414 whole entry, looked up): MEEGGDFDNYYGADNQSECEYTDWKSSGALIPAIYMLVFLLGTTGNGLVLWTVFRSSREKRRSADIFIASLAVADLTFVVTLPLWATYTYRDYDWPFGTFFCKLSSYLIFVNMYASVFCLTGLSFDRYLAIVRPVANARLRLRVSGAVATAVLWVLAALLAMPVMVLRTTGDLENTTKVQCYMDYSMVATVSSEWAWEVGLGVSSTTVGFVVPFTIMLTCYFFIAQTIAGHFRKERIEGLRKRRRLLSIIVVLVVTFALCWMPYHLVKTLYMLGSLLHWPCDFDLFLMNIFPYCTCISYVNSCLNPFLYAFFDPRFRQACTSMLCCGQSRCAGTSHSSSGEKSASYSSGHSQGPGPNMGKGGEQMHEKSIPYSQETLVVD
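Assay system: engineered CHO-K1 APJ arrestin reporter cells; Amount: 1000 CHO-K1 reporter cells seeded per well; Dosing: one dose, 20 µM compound, 1% DMSO; Times: compound stimulation 90 min at 25 °C, detection 60 min; Measured by: luminescent beta-gal fragment complementation, chemiluminescent substrate; Read-out: APJ–arrestin association signal; Controls: DMSO vs Apelin-13 10 nM.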
APJ antagonist: antagonists of human apelin receptor APJ, primary screen, CHO-K1 cells, beta-arrestin complementation, luminescence; 0.32% of 330,000 active; inhibition, % at 20 µM; P35414;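 active = inhibition above about 40% at 20 µM, limit read from the data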;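 note: cells challenged with 10 nM apelin-13 agonist together with compound; plate controls were apelin-13 plus DMSO wells for no effect and DMSO wells lacking apelin-13 for full effect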
Mdm2-MdmX inh: inhibitors of human Mdm2-MdmX association, primary screen, cell-based, luminescence, split luciferase, SaOS-2, uHTS | AID 485346, 2010 | inhibition, % at 8 µM | 3% of 330,000 active | SaOS-2 split-luciferase Mdm2/MdmX complementation | Protein Mdm4 (Homo sapiens) + E3 ubiquitin-protein ligase Mdm2 (Homo sapiens), …;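 active = inhibition of at least 50% at 8 µM in the primary screen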
UPR CHOP act: activators of apoptotic CHOP UPR arm, primary screen, cell-based, CHO-CHOP luciferase reporter, luminescence, uHTS; 0.34% of 330,000 active; activation, % at 10 µM; UPR activation; percent of tunicamycin response over DMSO baseline;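 active = at 10 µM dose, activation of 40% or more, normalized to positive control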;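 note: 100% = tunicamycin at 10 µg/mL and 0% = DMSO alone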
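Dosing – one dose, 10 µM in 0.5% DMSO · System – CHO-CHOP cells, stable luciferase reporter of PERK-eIF2a-CHOP signalling · Input – 500 cells/well · Control set – tunicamycin 10 µg/mL final as positive, DMSO-only wells as negative · Timing – 6 h compound treatment, 37 °C · Measure – % activation vs tunicamycin · Technique – luminescence read with Steady-Glo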
Numbers without * were called inactive.

Every second line gives: UPR XBP1 act	APJ ag	APJ antagonist	Mdm2-MdmX inh	tim23-1 inh	UPR CHOP act	697 NFkB inh	Jurkat NFkB inh
CCOc1ccc(OCC)c(NC(=O)CN2CCN(c3cccc(C)c3)C(C)C2)c1 (configuration not stated)
 : 1	-8	0	53*	16	0.7	-20	58*
Cc1c(CCCN)c2ccccc2n1Cc1ccccc1
 : -1	-4	4	29	7	-0.2	2	7
CCCCC1CCC(C(=O)NCC(c2ccco2)N2CCOCC2)CC1 (configuration not stated)
 : -2	9	3	16	30	-0.2	-90	-8
COC(=O)c1ccc(Oc2cc(C)nc(NCc3ccccc3)n2)cc1
 : -2	-8	5	1	2	-2.6	-17	-4
C=CCC[C@@H](Cc1ccc(F)cc1)C(=O)OC[C@@H](Cc1c[nH]c2ccccc12)NC(=O)[C@@H](CC=C)CC(=O)NCCO
 : -1	1	-24	35	13	0.1	-4	-1
COC(=O)/C=C(\C)NC(=O)c1cccs1
 : 0	1	19	-3	10	0.0	-4	-8
Cn1c(/C=C/c2cccc([N+](=O)[O-])c2)nc2ccccc2c1=O
 : 10	-2	-2	43	1	4.2	26	10
Cc1cc(NC(=O)CSc2nnnn2-c2ccc(F)cc2)no1
 : -2	1	-1	5	11	-2.4	20	1
O=c1[nH]cnc(O)c1C(c1ccc2c(c1)OCO2)c1c(O)nc[nH]c1=O
 : 5	-2	4	-15	5	0.5	5	2
CCCCc1cc(=O)oc2c(CN(C)C)c(O)ccc12
 : 1	5	-6	-14	5	0.6	-17	-16
COc1ccc(N(CC(=O)N/N=C(\C)c2ccc(C)cc2)S(=O)(=O)c2ccccc2)cc1
 : 22	3	-11	22	-19	13	3	-9
COc1cccc(OC)c1OCC(O)CN1CCN(c2ccccc2)CC1 (configuration not stated)
 : -4	-2	16	4	11	-0.2	-4	-1
COc1ccccc1NC(=O)CSc1nc2[nH]ncc2c(=O)[nH]1
 : -1	-8	-5	-2	-9	1.0	6	4
CC(=O)n1c2c(c3ccccc31)OC(N)=C(C#N)C2c1ccc(C(C)C)cc1 (configuration not stated)
 : 6	0	-13	59*	55*	2.6	-234	-13
COc1ccc([N+](=O)[O-])cc1Nc1ncnc2ccccc12
 : 2	-3	13	14	-6	0.1	-10	-3
O=C(C1CCCO1)N1CCN(Cc2nc3ccccc3c(=O)[nH]2)CC1 (configuration not stated)
 : 0	-4	14	-8	12	-1.3	-15	-19
c1ccc(-c2cn3c(n2)SCC3)cc1
 : 3	-5	1	1	-12	0.6	-13	-9
COc1cc(NC(=S)NCc2ccc(S(N)(=O)=O)cc2)cc(OC)c1
 : -2	-3	-2	24	-5	-0.2	8	-13
Cc1nc2scc(C)n2c(=O)c1S(=O)(=O)N1CCN(c2ccc([N+](=O)[O-])cc2)CC1
 : 0	-3	2	17	11	-0.1	-7	9
CCOc1ccc(Nc2cc(C)nc3ccc(C)cc23)cc1
 : -6	2	-21	47	17	1.9	-29	27
CCOC(=O)n1cc(C(=O)c2ccccc2O)cn1
 : -2	6	-5	-21	29	0.0	0	15
Nc1nonc1C(=O)NCCN=Cc1ccccc1O
 : -3	-4	7	7	9	1.5	5	-9
CCN(CCn1cccn1)Cc1c(C(=O)N2CCCCCCC2)nc2ccc(Cl)cn12
 : -3	-2	-1	15	25	0.3	-18	-15
O=C1NC(=S)SC1=C1CCCC1
 : -9	-4	19	19	33	-0.6	8	0
COc1cccc2cc(-c3ccccc3)c(=O)oc12
 : 2	-2	8	-79	32	7.1	-87	-80
CCCCN(CC)S(=O)(=O)c1c(C)[nH]c(=O)[nH]c1=O
 : -3	-3	-1	10	0	-2.8	20	-22
O=C1CCN(Cc2ccccc2)CCN1[C@H](CO)c1ccccc1
 : -1	3	-8	-1	6	-0.8	-8	6
O=C(N/N=C/c1cccnc1)NC12CC3CC(CC(C3)C1)C2
 : 3	-4	7	-2	17	2.0	-13	-4
COc1ccc(C)cc1NS(=O)(=O)c1ccc2c(c1)oc(=O)n2C
 : -4	2	0	-20	-1	0.8	-3	-6
COc1cnc(-c2ccccc2)nc1Oc1cccc(C)c1
 : -3	1	10	19	0	-0.5	16	5

3 entries out of the list, arranged by number of heavy atoms, descending:
Every second line gives: UPR XBP1 act	APJ ag	APJ antagonist	Mdm2-MdmX inh	tim23-1 inh	UPR CHOP act	697 NFkB inh	Jurkat NFkB inh
COC(=O)c1ccc(Oc2cc(C)nc(NCc3ccccc3)n2)cc1
 : -2	-8	5	1	2	-2.6	-17	-4
Cc1cc(NC(=O)CSc2nnnn2-c2ccc(F)cc2)no1
 : -2	1	-1	5	11	-2.4	20	1
CCCCc1cc(=O)oc2c(CN(C)C)c(O)ccc12
 : 1	5	-6	-14	5	0.6	-17	-16

Single records, as listed above. Order of screens: UPR XBP1 act, APJ ag, APJ antagonist, Mdm2-MdmX inh, tim23-1 inh, UPR CHOP act, 697 NFkB inh, Jurkat NFkB inh
Nc1nonc1C(=O)NCCN=Cc1ccccc1O is entered as -3, -4, 7, 7, 9, 1.5, 5, -9
COC(=O)/C=C(\C)NC(=O)c1cccs1 is entered as 0, 1, 19, -3, 10, 0.0, -4, -8

Additional results follow:
Every second line gives: UPR XBP1 act	APJ ag	APJ antagonist	Mdm2-MdmX inh	tim23-1 inh	UPR CHOP act	697 NFkB inh	Jurkat NFkB inh
C=CCOc1ccc2c(OC)c3ccoc3nc2c1OC
 : 1	-2	0	-25	36	7.7	-44	-42
CCOC(=O)C1CCCN(Cc2cc(=O)oc3cc(C)c(C)cc23)C1 (configuration not stated)
 : 3	-3	9	-3	47	2.9	13	2
O=C1C2CC=C(Cl)CC2C(=O)N1CCCCCCN1C(=O)C2CC=C(Cl)CC2C1=O (configuration not stated)
 : -3	-2	-14	23	15	-1.5	-10	-17
O=C(COC(=O)c1cc[n+]([O-])cc1)Nc1cccc(Cl)c1Cl
 : -2	-1	2	3	11	1.8	5	-13
O=C(O)C1CCN(S(=O)(=O)c2cccs2)CC1
 : 5	-3	-7	3	17	1.6	2	21
COc1cccc(NC(=O)N2CCN(c3cccc(C)c3C)CC2)c1
 : 0	0	-12	-1	19	2.0	-38	-17
O=C(CSc1nnc(NC(=O)C2CC2)s1)Nc1ccc2c(c1)OCCO2
 : -1	-1	3	-7	13	1.0	1	-1
O=C(O)c1cccc(S(=O)(=O)Nc2ccc3oc(=O)sc3c2)c1
 : -4	-3	5	0	11	-2.1	9	-25
COc1ccc2c(c1)[nH]c1c(Cl)ncnc12
 : -1	-2	11	14	-1	-0.3	0	-2
COc1cccc(NC(=O)c2cc(Cl)nnc2Cl)c1
 : -2	-9	21	5	-26	0.9	-8	20
OC(COc1c(F)cc(Br)cc1F)CN1CCN(c2ccc(F)cc2)CC1 (configuration not stated)
 : -1	-1	16	21	-69	-0.8	0	5
O=C(CCNC(=O)c1ccc([N+](=O)[O-])cc1)N/N=C/c1ccc(F)cc1
 : 0	-2	-3	1	-3	1.0	8	3
COc1cccc(-c2nc(CS(=O)(=O)CC(=O)N3CCc4ccccc43)c(C)o2)c1
 : 0	2	-7	20	12	0.6	-8	14
O=C(Oc1ccc2c(c1)O/C(=C\c1ccncc1)C2=O)c1cccs1
 : 2	3	-4	-10	16	-1.2	2	-21
Cc1ccc2c(c1)[C@H]1[C@H](CO2)[C@H](c2ccccc2)[C@]2(C)C(=O)Nc3cc(F)ccc3C(=O)N12
 : 2	-3	4	58*	38	0.6	13	30
CCN(CC)C(=O)N1CCN(C)CC1
 : 1	-4	21	-12	4	-0.4	9	-1
Cc1cc(C(=O)CSc2cccc[n+]2[O-])c(C)n1-c1ccc(OC(F)F)cc1
 : -3	-2	13	10	25	0.2	-39	-6
CSc1ccc(/C=C(\NC(=O)c2ccccc2)C(=O)NCCN2CCOCC2)cc1
 : 0	-1	0	3	2	0.1	9	-3
CN(CC(=O)Nc1ccccn1)S(=O)(=O)c1ccc(Cl)cc1
 : -2	5	12	-5	-2	-1.2	4	-1
CCN1C(=O)/C(=C/c2c(C)nn(C)c2C)SC1=S
 : 2	-2	1	-10	45	-0.6	-26	-10
O=C(c1cn(-c2ccccc2)nc1-c1ccc(Br)cc1)N1CCOCC1
 : 1	-2	-5	-27	45	-0.6	8	5
CCOc1ccc(NC(=S)Nc2ccc(C)c([N+](=O)[O-])c2)cc1
 : -2	-4	6	-12	8	-0.3	-20	-13
O=C(Nc1ccccc1)/C(=C/c1cccc(Br)c1)NC(=O)c1ccco1
 : -5	-2	5	-22	-9	0.0	-2	-7
Cc1cccc(C)c1NC(=O)COC(=O)CCc1ccc(S(=O)(=O)N2CCCCC2)cc1
 : -2	-3	5	4	2	-0.4	-9	3
CC(=O)N1CCc2cc(S(=O)(=O)NC3CCCc4ccccc43)ccc21 (configuration not stated)
 : 0	2	-1	-5	1	1.7	-46	29
Cc1cccc(NN=C2c3ccccc3-c3ccccc32)c1
 : 1	2	-10	13	2	2.2	-3	1
O=C(Nc1cccnc1)/C(N=Nc1cccnc1)=C(\O)c1ccccc1
 : 4	0	-5	-2	31	4.2	3	10
Cc1cc(N2C(=O)C3CCC(c4ccccc4)CC3C2=O)no1 (configuration not stated)
 : -1	-1	-13	21	2	-1.1	14	14
COc1ccc(-c2c(C#N)c(SCC(=O)c3cc4ccccc4oc3=O)nc(C)c2C(=O)Nc2ccccc2)cc1
 : -4	-2	-11	-3	9	1.7	28	9
CCc1nc2c(cnn2-c2ccc(Cl)cc2)c(=O)n1-c1ccc2c(c1)OCCO2
 : 9	-2	14	56*	6	2.3	8	-7

Printed as active in Mdm2-MdmX inh, among the entries above:
Molecule	UPR XBP1 act	APJ antagonist	Mdm2-MdmX inh	697 NFkB inh	Jurkat NFkB inh
CCOc1ccc(OCC)c(NC(=O)CN2CCN(c3cccc(C)c3)C(C)C2)c1 (configuration not stated)	1	0	53*	-20	58*
CC(=O)n1c2c(c3ccccc31)OC(N)=C(C#N)C2c1ccc(C(C)C)cc1 (configuration not stated)	6	-13	59*	-234	-13
Cc1ccc2c(c1)[C@H]1[C@H](CO2)[C@H](c2ccccc2)[C@]2(C)C(=O)Nc3cc(F)ccc3C(=O)N12	2	4	58*	13	30
CCc1nc2c(cnn2-c2ccc(Cl)cc2)c(=O)n1-c1ccc2c(c1)OCCO2	9	14	56*	8	-7

Next entries follow.
Every second line gives: UPR XBP1 act	APJ ag	APJ antagonist	Mdm2-MdmX inh	tim23-1 inh	UPR CHOP act	697 NFkB inh	Jurkat NFkB inh
O=C(O)c1cccc(NC(=O)c2ccc3c(c2)C(=O)N(c2ccccc2)C3=O)c1
 : -1	-2	11	12	22	2.8	-17	-5
C=CCOc1ccc(/C=C2\SC(=Nc3cccnc3)NC2=O)cc1
 : 2	0	6	7	14	0.3	-22	-5
Cc1cc(=O)oc2cc(OCCSCCN3CCCCC3)ccc12
 : 0	1	-11	-2	4	-0.2	15	-9
C=CCN(c1ccccc1)S(=O)(=O)c1ccc2c(c1)NC(=O)C(C)S2 (configuration not stated)
 : -2	7	3	-8	26	4.3	-7	3

Source: PubChem (Sanford-Burnham Center for Chemical Genomics)
